MEKK3 PB1 HTS: modulators of MEKK3-MEK5 PB1 binding, primary screen, biochemical, wildtype MEKK3, multiplex bead flow cytometry, Alexa488-MEK5; actives 1.4% (n = 290,000); Mitogen-activated protein kinase kinase kinase 3 (Homo sapiens), Q99759; binding response (% of control), % at 10 µM; bead-based flow cytometry, Alexa488-MEK5 binding to MEKK3; actives lie on both sides; 0 = blocked by unlabeled MEK5, 100 = vehicle;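 active means binding response more than 3 SD above or below the average of its plate-row segment, actives on both sides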;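 further: Alexa488 bead fluorescence after subtracting the streptavidin-only scavenger bead signal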
Target sequence (Q99759 whole entry, looked up): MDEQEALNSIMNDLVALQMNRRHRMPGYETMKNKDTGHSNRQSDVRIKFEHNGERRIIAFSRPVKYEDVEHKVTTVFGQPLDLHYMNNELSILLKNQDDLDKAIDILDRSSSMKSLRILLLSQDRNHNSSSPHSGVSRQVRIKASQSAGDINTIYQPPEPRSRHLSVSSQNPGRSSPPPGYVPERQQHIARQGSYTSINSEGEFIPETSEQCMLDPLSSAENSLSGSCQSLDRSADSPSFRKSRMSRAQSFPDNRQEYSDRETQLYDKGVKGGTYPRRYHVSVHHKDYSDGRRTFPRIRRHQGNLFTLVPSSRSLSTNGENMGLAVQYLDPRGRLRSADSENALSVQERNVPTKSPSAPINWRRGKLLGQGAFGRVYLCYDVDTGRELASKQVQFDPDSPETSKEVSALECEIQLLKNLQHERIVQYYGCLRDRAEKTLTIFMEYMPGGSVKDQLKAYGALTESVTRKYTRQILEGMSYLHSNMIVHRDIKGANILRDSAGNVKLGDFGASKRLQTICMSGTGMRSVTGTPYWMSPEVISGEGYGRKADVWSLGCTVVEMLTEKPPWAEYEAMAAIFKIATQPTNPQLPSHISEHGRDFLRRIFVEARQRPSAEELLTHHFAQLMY
NALP1 inh: NALP1 inflammasome inhibitors in reconstituted yeast, colorimetric, S. cerevisiae, triplicate retest; actives 0.61% (n = 280,000); inhibition, % at 10 µM; S. cerevisiae NALP1/ASC/caspase-1 growth, X-gal OD620, 72 h; AID 2071, 2009; in the data active means inhibition mostly above about 24%, no sharp cut-off; inactive means mostly below about 32%; further: some compounds called inactive have numbers as strong as hits
OXTR ag: human OXTR agonists, primary screen, fluorescence, CHO-OTR cells, Fluo-8 calcium | Oxytocin receptor (Homo sapiens), P30559 | Fluo-8 calcium fluorescence; normalized: DMSO 0%, oxytocin 100% | activation, % at 3 µM | actives 0.32% (n = 320,000) | AID 2435, 2010;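 active means activation above the mean of all tested compounds plus 3 SD, cutoff set per screening run, cut at about 20% in these data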;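 further: peak over basal fluorescence ratio from a 100 s FLIPR kinetic read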
MEKK2wt PB1 HTS: modulators of MEK5 binding to wildtype MEKK2, primary screen, biochemical, multiplex bead flow cytometry, Alexa488-MEK5; binding response (% of control), % at 10 µM; Alexa488-MEK5 binding to MEKK2 WT; actives lie on both sides; actives 1.1% (n = 290,000); in the data active means binding response below about 67% or above about 130%
DNA FID counter: compounds displacing fluorescent DNA intercalator, primary screen, artefact control for HCV NS3 helicase inhibitor project, biochemical, FID fluorescence; DNA fluorescent intercalator displacement; inhibition, % at 7.9 µM; actives 0.17% (n = 290,000); AID 1845, 2009; in the data active means inhibition above about 37%;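 further: 0% = vehicle and 100% = reference compound; higher means more ethidium bromide displaced from hairpin DNA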
MEKK2mut PB1 HTS: MEK5 binding signal on mutant MEKK2 PB1, primary screen, biochemical, multiplex bead flow cytometry, Alexa488-MEK5; percent response, % at 10 µM; actives 0.35% (n = 290,000); Alexa488-MEK5 binding to MEKK2 mutant; AID 1530, 2009; in the data active means percent response above about 24%, passing the limit was not always enough; further: inactives centre near 1; some results filed as inactive read as strong as hits; reference of the scale not given here
PHOSPHO1 block: PubChem AID 1565; recombinant PHOSPHO1, absorbance phosphatase assay; Phosphoethanolamine/phosphocholine phosphatase (Homo sapiens), Q8TCT1; inhibition, % at 13.3 µM; actives 1.1% (n = 290,000); in the data active means inhibition above about 60%
Target sequence (Q8TCT1 whole entry, looked up): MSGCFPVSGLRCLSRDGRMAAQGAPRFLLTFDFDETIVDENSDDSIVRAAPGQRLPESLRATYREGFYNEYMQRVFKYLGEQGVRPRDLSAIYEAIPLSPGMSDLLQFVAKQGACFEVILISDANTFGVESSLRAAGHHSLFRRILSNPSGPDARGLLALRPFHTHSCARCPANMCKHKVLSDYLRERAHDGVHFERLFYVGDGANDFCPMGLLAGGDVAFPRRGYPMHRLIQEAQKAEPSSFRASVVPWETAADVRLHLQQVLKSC
PfM18AAP inh: PfM18AAP inhibitors, malaria aminopeptidase, primary screen, biochemical, QFRET, recombinant enzyme. M18 aspartyl aminopeptidase (Plasmodium falciparum 3D7). H-Glu-NHMec fluorogenic cleavage. inhibition, % at 7.35 µM. actives 1.2% (n = 290,000). AID 1822, 2009;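 active means inhibition above the campaign mean inhibition over all tested compounds plus 3 SD, cut at about 28% in these data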;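 further: 0% = plate median of test compound wells and 100% = 2 mM ZnCl2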
GPR7 antag: GPR7 receptor antagonists, primary screen, cell-based, fluorescence, single concentration | GPR7-expressing cells, fluorescence antagonist assay | AID 1861, 2009 | actives 1.1% (n = 290,000) | inhibition, % at 4.4 µM; in the data active means inhibition above about 16%, passing the limit was not always enough;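 further: cells stimulated with the agonist NPW; 0% = agonist with vehicle and 100% = vehicle without agonist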
The depositor's hits bear a star; · = no result given.

SMILES | MEKK3 PB1 HTS | NALP1 inh | OXTR ag | MEKK2wt PB1 HTS | DNA FID counter | MEKK2mut PB1 HTS | PHOSPHO1 block | PfM18AAP inh | GPR7 antag
CCC(=O)c1cn(CC(=O)Nc2ccc(C)cc2)c2ccccc12 | 99 | 4 | 1.8 | 103 | -12 | 8 | 29 | -11 | -12
CCOC(=O)n1c(=O)oc2ccc(Cl)cc21 | 114 | 4 | 0.3 | 100 | -1 | 3 | 5 | -3 | 1
CC1(C)CSC(=NCCc2ccccc2)N1C(=O)c1ccc(C#N)cc1 | 102 | · | -2.7 | 102 | -3 | -3 | -9 | -1 | 20*
CCN1CCN(C(=O)c2ccc3c(c2)N(Cc2ccc(F)cc2)C(=O)c2ccccc2S3=O)CC1 (stereo not given) | 105 | 0 | 1.1 | 100 | 2 | 4 | -17 | -8 | 0
Cc1nn(Cc2ccc(C(=O)n3cccn3)o2)c(C)c1Br | 109 | 6 | 0.7 | 109 | 0 | 2 | -2 | 0 | -12
CCn1c(=O)cc(OCC(=O)N(C)c2ccccc2F)c2ccccc21 | 101 | 4 | 0.2 | 105 | -30 | 6 | 11 | 0 | -5
O=C(CN1C(=O)c2ccccc2S1(=O)=O)c1ccccc1F | 104 | 13 | 0.6 | 102 | -10 | -1 | 38 | -1 | -16
CCC(=O)c1ccc(OCC(O)CN2CCc3ccccc3C2)cc1 (stereo not given) | 107 | 13 | 1.0 | 108 | -3 | 2 | 3 | 0 | -9
Cc1nn(-c2ccc(N3CCOCC3)nn2)c(C)c1CCC(=O)NCc1ccccc1F | 101 | -2 | 10 | 99 | -33 | -1 | 12 | 3 | -21
CCCCN(CCCC)C(=O)CN(C)S(=O)(=O)c1ccc2c(c1)n(C)c(=O)c(=O)n2C | 100 | 11 | -2.1 | 98 | -5 | 0 | -12 | -4 | -4
CN(C)c1ccc(NC(=O)CSc2n[nH]c(-c3ccco3)n2)cc1 | 92 | -9 | -0.5 | 90 | -2 | -1 | 39 | -2 | -8
Cc1c2cnn(-c3ccccc3)c(=O)c2c(C)n1CCCC(=O)NCCN1CCN(C)CC1 | 108 | · | -0.5 | 119 | 3 | 18 | 8 | 2 | 1
COc1ccc(C(=O)CC2OC(=O)c3ccccc32)cc1OC (stereo not given) | 106 | 6 | 2.6 | 97 | -9 | 3 | 1 | 1 | -2
O=C(Nc1ccc(S(=O)(=O)NC2CCCC2)cc1)c1cnccn1 | 99 | 11 | 3.3 | 91 | -8 | -3 | -14 | 0 | 0
CC(=O)N/C(=C\c1ccc(F)cc1)C(=O)OC(C)C | 104 | 24 | -1.2 | 103 | -2 | 22 | -6 | -8 | -6
CCN(C(=O)C1CCN(c2nc(-c3ccc(OC)cc3)no2)CC1)c1ccc(OC)cc1 | 98 | 17 | 3.8 | 96 | -50 | 2 | 31 | 6 | 6
Cc1ccccc1C(=O)NCCCc1ccccc1 | 99 | 32 | -1.8 | 98 | -6 | -1 | -6 | -13 | -5
Cc1nc2ccccc2n1CC(=O)N/N=C/c1cccs1 | 102 | 10 | 2.4 | 105 | -4 | 1 | -12 | -1 | -10
Cc1ccc(N(CC(=O)O)S(C)(=O)=O)cc1 | 99 | 13 | -0.1 | 98 | 4 | -4 | 37 | 0 | -12
Cc1ccc(N2C(=O)c3cccc4c(N5CCN(C)CC5)ccc(c34)C2=O)c2cccnc12 | 98 | -23 | 14 | 100 | -1 | -1 | 7 | 6 | 8
COc1ccc(Cc2nnc(SCC(=O)N3CCN(c4ccccc4)CC3)o2)cc1 | 92 | 26 | 2.3 | 100 | -23 | -3 | 4 | -2 | -6
CCOC(=O)C1=C(O)CSC1=Nc1ccccc1 | 97 | 0 | -1.5 | 96 | -2 | 5 | -11 | 0 | -12
COc1ccc(-n2nnc3c(SCC(=O)c4ccccc4)ncnc32)cc1 | 106 | -12 | 0.7 | 103 | 2 | 2 | 11 | 2 | -3
CCOc1ccc(NC(=O)c2c[nH]n3c(=O)cc(C4CCN(C(=O)OC(C)(C)C)CC4)nc23)cc1 | 99 | · | -0.1 | 94 | -19 | -5 | 42 | -1 | -16
O=C1OCCC1S(=O)(=O)c1ccc2ccccc2c1 (stereo not given) | 95 | 19 | -0.1 | 94 | -2 | -4 | 12 | 11 | -1
CCN(CC)CCn1c(NC(=O)c2ccc(C(F)(F)F)cc2)nc2ccccc21 | 103 | 3 | -0.9 | 106 | -3 | -4 | -11 | -4 | -8
CCN1C(=S)N[C@@H](CCc2ccccc2)[C@H](C(=O)OC)[C@H]1C | 99 | 11 | -0.1 | 98 | -18 | 7 | -24 | 0 | 5
N#C/C(=C/c1ccc(CNS(=O)(=O)c2ccccc2)o1)C(=O)NCc1ccccc1 | 102 | 12 | 0.1 | 98 | -19 | -1 | -7 | 5 | 9
CC1=C(C#N)C(/C=N/OCc2ccc(Cl)cc2)CC(=O)N1 (stereo not given) | 98 | 5 | 3.0 | 94 | 0 | -5 | -31 | 1 | 0
COc1cccc(CNc2ccc(Br)cn2)c1O | 80 | 16 | -0.1 | 75 | -4 | -28 | 59 | 3 | 15
CCCc1nnc(SCC(=O)N2CCCCC2C)n1CCCOC (stereo not given) | 113 | 3 | 1.5 | 111 | -6 | 5 | 22 | -2 | -19
CC(=O)c1c(C)[nH]c(C(=O)CSc2nnc(CN3CCCCCC3=O)n2-c2ccccn2)c1C | 97 | 42* | 0.8 | 98 | -15 | 2 | 67* | -5 | -12
COC(=O)CN1C(=S)N(c2ccc(F)cc2)C(=O)C1CC(=O)Nc1ccc(OC)cc1 (stereo not given) | 96 | 14 | 0.7 | 97 | -5 | -2 | 24 | -17 | -6
C=CCn1c(N)nc2ccccc21 | 97 | 8 | 0.8 | 96 | 1 | 2 | 4 | 6 | -11
CCOc1ccc(-n2c(SCc3cc(=O)oc4cc(C)c(C(C)C)cc34)nnc2-c2cccnc2)cc1 | 128* | · | -2.3 | 102 | -31 | 0 | 9 | -2 | 13
NC(=O)CSCc1nc2ccccc2s1 | 100 | 23 | 0.3 | 104 | -2 | 4 | 26 | -12 | -10
CCOC(=O)CC(NC(=O)c1ccccc1)c1ccc(OC)cc1 (stereo not given) | 78 | -3 | 1.3 | 88 | 3 | -1 | 20 | 2 | -9
CC(=O)c1ccc(OCCCC(=O)n2nnc3ccccc32)cc1 | 102 | 6 | -0.3 | 103 | -4 | 6 | -18 | -15 | 2
NCCCC[C@H](NC(=O)C1CCNCC1)c1nnc([C@@H](N)CO)o1 | 103 | -10 | 0.2 | 100 | 7 | 6 | -8 | -3 | -4
CCOC(=O)c1ccc2[nH]c(C)cc(=O)c2c1 | 103 | -7 | -1.3 | 101 | 0 | 5 | -11 | 0 | -9

Quoted at random: 3 entries already listed
SMILES | MEKK3 PB1 HTS | NALP1 inh | OXTR ag | MEKK2wt PB1 HTS | DNA FID counter | MEKK2mut PB1 HTS | PHOSPHO1 block | PfM18AAP inh | GPR7 antag
CC1=C(C#N)C(/C=N/OCc2ccc(Cl)cc2)CC(=O)N1 (stereo not given) | 98 | 5 | 3.0 | 94 | 0 | -5 | -31 | 1 | 0
NCCCC[C@H](NC(=O)C1CCNCC1)c1nnc([C@@H](N)CO)o1 | 103 | -10 | 0.2 | 100 | 7 | 6 | -8 | -3 | -4
CCOc1ccc(-n2c(SCc3cc(=O)oc4cc(C)c(C(C)C)cc34)nnc2-c2cccnc2)cc1 | 128* | · | -2.3 | 102 | -31 | 0 | 9 | -2 | 13

(listing goes on)
SMILES | MEKK3 PB1 HTS | NALP1 inh | OXTR ag | MEKK2wt PB1 HTS | DNA FID counter | MEKK2mut PB1 HTS | PHOSPHO1 block | PfM18AAP inh | GPR7 antag
N=c1ccn(Cc2ccc(F)cc2)cc1 | 94 | 0 | -0.2 | 97 | -1 | -3 | 6 | -7 | -6
Cc1cccc[n+]1CCCCCCCCCC[n+]1ccccc1C | 101 | 5 | -0.5 | 104 | 13 | 3 | -19 | 6 | 0
CCN(CC)S(=O)(=O)c1ccc(C(=O)NCC(c2cccs2)N2CCOCC2)cc1 (stereo not given) | 90 | 12 | 0.0 | 90 | -24 | -8 | 14 | 3 | 8
CC(C)(C)NC(=O)C(Cc1ccccc1)NS(=O)(=O)c1cccc2nsnc12 (stereo not given) | 106 | 30 | -0.7 | 99 | -5 | 0 | 4 | -6 | -14
COCCCn1c(SCC(=O)NC2CCCCC2)nnc1-c1ccco1 | 100 | 8 | -0.2 | 101 | -19 | 1 | 40 | -5 | -16
COc1ccc(-c2nc(CNS(=O)(=O)c3cc(OC)ccc3OC)cs2)cc1 | 97 | · | 3.8 | 102 | -16 | -1 | -14 | 5 | -2
Cc1ccc(C(C)C)c(O)c1 | 98 | · | -0.8 | 98 | · | 1 | · | · | ·
COc1ccc2cnn(-c3ccc(C)cc3)c(=O)c2c1OC | 105 | 64* | -0.3 | 102 | -9 | 5 | 6 | 3 | 1
CC(=O)c1ccc(N2CCN(C(=S)Nc3cccc(F)c3)CC2)cc1 | 104 | 17 | 8.7 | 105 | -11 | 3 | 35 | -17 | 0
COc1ccc2nc(C)[nH]c(=O)c2c1 | 103 | 7 | 1.0 | 108 | 0 | 6 | 3 | 9 | -12
COCCn1c(=NC(=O)c2ccc(S(=O)(=O)N3CCc4ccccc4C3)cc2)sc2cc(S(N)(=O)=O)ccc21 | 96 | 17 | -1.3 | 93 | -8 | -1 | 0 | 4 | -11
C=CCc1cc(/C=C2/NC(=O)NC2=O)cc(OCC)c1O | 98 | -2 | -0.8 | 85 | -6 | -10 | 16 | 17 | 3
COc1cccc(N2CCN(C3OC(=O)c4ccccc43)CC2)c1 (stereo not given) | 97 | -3 | 0.1 | 98 | 2 | 2 | -4 | 7 | -7
COc1ccc2nc(Nc3nc4cc5c(cc4s3)OCCO5)sc2c1 | 137* | 17 | 0.9 | 99 | 0 | -1 | -9 | 1 | -2
Cc1c(C(=O)c2ccc(Cl)cc2[N+](=O)[O-])c2ccccn2c1CCC#N | 101 | 9 | -1.9 | 97 | 3 | -1 | 0 | -2 | -11
Cc1c(/C=N\NC(=O)c2c[nH]c3ccccc23)cnn1C | 99 | 10 | -0.1 | 95 | 2 | -1 | -6 | -55 | 11
CCOC(=O)/C(N=Nc1ccc(C(=O)O)cc1[N+](=O)[O-])=C(\C)O | 108 | -6 | 0.8 | 103 | -2 | 1 | 25 | 1 | -7
Cc1ccccc1C(=O)N1CCc2ccccc2C1 | 98 | 14 | -1.2 | 99 | -10 | 2 | 26 | -13 | -4
CCC(C)(C)NC(=O)C(c1ccc(C)cc1)N(CC1CCCO1)C(=O)CCC(=O)Nc1ccccn1 (stereo not given) | 101 | -3 | -1.0 | 98 | -38 | 1 | 9 | -4 | -8
COc1ccc(CCNC(=O)C(=O)NCC2OCCN2C(=O)c2ccc(Cl)cc2)cc1OC (stereo not given) | 98 | 5 | -0.4 | 100 | -44 | -2 | -16 | -1 | 6
N/C(=N\OC(=O)COc1cc(Cl)c(Cl)cc1Cl)c1ccncc1 | 92 | -3 | -0.7 | 93 | 1 | -5 | 42 | 5 | -2
COCCCn1c(=O)c2sccc2n(Cc2cccc(C)c2)c1=O | 102 | -11 | -0.8 | 103 | -26 | 2 | 3 | 4 | 1

Compound activity: PubChem, several laboratories
